KB-V1 cytotox = KB-V1 MDR subline cytotoxicity; Potency, µM (titrated, usually from 46.1 µM), inactives show at the highest dose activity change, negative = cytotoxicity, actives largely listed as cytotoxic; hit rate 3.4% among 400,000; KB-V1 MDR cells viability, CellTiter-Glo, 72 h; further: on the % scale 0 is the no-effect control and ±100 the full control effect; nearly all actives have a fitted effect of over 60% in size
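Readout: CellTiter-Glo luminescence, 10 min after addition. Cells: KB-V1 MDR subline, 72 h at 37 degrees C with compound. Analysis: corrected, normalized data fitted to concentration-effect curves.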
KB-3-1 cytotox = KB-3-1 parental cell cytotoxicity. hit rate 1.4% among 400,000. Potency, µM (highest dose often 46.1 µM), for inactives: at the top dose activity change, negative = cytotoxic, hits mostly cytotoxic. KB-3-1 viability, CellTiter-Glo ATP luminescence, 72 h; further: on the % scale 0 is the no-effect control and ±100 the full control effect; nearly all actives have a fitted effect of over 60% in size
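Viability of parental KB-3-1 cells, measured by CellTiter-Glo luminescence, followed a 72 h incubation at 37 °C with pinned compounds in phenol-red-free DMEM containing 10% FBS.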
SW480 rereplic = DNA re-replication induction in SW480 cells | AID 624297 | SW480 DNA re-replication, Hoechst DNA content imaging, 48 h | Potency, µM (highest dose often 46.1 µM), inactives show at the top dose re-replication activation, hits mostly activators | hit rate 1.8% among 340,000; further: % of control where 0% means no effect; nearly all actives have a fitted effect of over 55% in size
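Cells (250 per well) received 23 nL compound or DMSO by pin tool and were kept 48 hr at 37 C, 5% CO2. Nuclei were then stained with Hoechst for 40 min and scanned for DNA content.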
GLP-1R inv ag = GLP-1 receptor (human) inverse agonism. P43220. HEK293 GLP-1R CRE-luciferase, luminescence, 24 h; GLP-1R form is constitutively active. Potency, µM (doses to about 38.3 µM), for inactives: at the top dose activity change, negative = inhibition, hits mostly inhibitors. hit rate 1.6% among 410,000. AID 624417; further: on the % scale 0 is the no-effect control and ±100 the full control effect; nearly all actives have a fitted effect of over 55% in size
Target sequence (P43220 whole entry, looked up): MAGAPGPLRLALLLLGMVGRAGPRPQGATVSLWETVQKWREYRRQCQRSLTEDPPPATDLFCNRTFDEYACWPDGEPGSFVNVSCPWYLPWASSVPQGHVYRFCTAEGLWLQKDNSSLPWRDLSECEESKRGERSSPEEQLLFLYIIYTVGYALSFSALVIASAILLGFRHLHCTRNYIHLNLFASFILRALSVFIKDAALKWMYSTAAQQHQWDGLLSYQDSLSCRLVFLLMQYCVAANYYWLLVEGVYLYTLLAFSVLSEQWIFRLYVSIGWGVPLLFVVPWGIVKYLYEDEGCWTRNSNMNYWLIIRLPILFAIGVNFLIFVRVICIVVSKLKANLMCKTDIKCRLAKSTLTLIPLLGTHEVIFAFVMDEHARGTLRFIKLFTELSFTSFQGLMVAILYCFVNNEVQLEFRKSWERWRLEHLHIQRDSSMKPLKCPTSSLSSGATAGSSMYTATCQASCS
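Luminescence readout: a drop in cAMP-driven luciferase signal flags inverse agonism at a constitutively active GLP-1R stably expressed in HEK293. Compound exposure lasted 24 hr at 37 deg C, 5% CO2.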
HT1080-NT tox = kills 2HG-producing HT-1080-NT fibrosarcoma cells; Potency, µM (doses to about 46.1 µM), inactives show at the highest dose activity, negative = less viability, hits mostly cytotoxic; HT-1080-NT fibrosarcoma viability, CellTiter-Glo ATP luminescence, 48 h; AID 686970; hit rate 1.6% among 360,000;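 further: NT is the 2HG producing partner of a matched IDH1 knockdown line; 0% = DMSO-treated cells and -100% = media-only wells without cells; nearly all actives have a fitted effect of over 55% in size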
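Viability of the 2HG-overproducing fibrosarcoma line after 48 hours of compound exposure at 37 degrees C was determined by luminescence with CellTiter-Glo, and concentration-effect curves were then fitted and categorized.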
HT1080 IDH1KD tx = toxicity to HT-1080 IDH1 knockdown cells (counter line); hit rate 2% among 360,000; AID 686971; HT-1080 IDH1 knockdown viability, ATP luminescence, 48 h; Potency, µM (titrated, usually from 46.1 µM), inactives show at the highest dose activity, negative = toxicity, usual class: cytotoxic;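 further: 0% = DMSO wells and -100% = cell-free medium wells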
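% activity derives from luminescence (CellTiter-Glo), normalised to DMSO and no-cell wells. HT-1080-IDH1KD cells, 750/well, had 48 h compound exposure at 37 °C.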
HEK293 tox = cytotoxicity in counter-screen for GLP-1R inverse agonists; AID 624418; hit rate 0.13% among 410,000; Potency, µM (top dose mostly 38.3 µM), without a hit: top-dose activity change, negative = inhibition, usual class: inhibitors; HEK293 cAMP-luciferase reporter cells, luminescence, 24 h;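 further: loss of luciferase light is scored as toxicity; on the % scale 0 is the no-effect control and ±100 the full control effect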
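Quantitative HTS format, 1536 wells, 200 cells/uL seeded. Compounds: 23 nL, 24 h, 37 °C. Detection: luciferase reagent, luminescence at 12 min RT; decreased signal taken as cytotoxic.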
GLP-1R agonist = GLP-1 receptor (human) agonism; HEK293 GLP-1R CRE-luciferase, luminescence, 4-6 h; cells express a hypersensitive GLP-1R form; Potency, µM (top dose mostly 45.6 µM), for inactives: top-dose activation, usual class: activators; hit rate 0.007% among 380,000; AID 624172; further: % of control where 0% means no effect
TDP43 rescue = inhibitors of TDP-43 toxicity in yeast; Potency, µM (titrated, usually from 46.1 µM), for inactives: at the highest dose growth rescue (activation), usual class: activators; hit rate 1.8% among 410,000; TDP-43 expressing yeast growth rescue, BacTiter-Glo, 24 h; further: % of control where 0% means no effect; nearly all actives have a fitted effect of over 50% in size
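Luminescence from BacTiter-Glo reports growth of TDP-43-expressing yeast after 24 hr at 30 deg C with compound. Cells were raffinose-pregrown to mid-log, then seeded in galactose medium at OD600=0.02.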
An asterisk follows results filed as active; u = inconclusive; x = no result given; [ ] = dose if it differs, or a comment. The call rests on the fitted dose curve; in most records, active means well fitted curve in the direction sought with a large enough effect; inconclusive means small, poorly fitted or top-dose-only effect, or another doubt; inactive means no such curve, though single readings can be large; an effect the other way counts as inactive or inconclusive. Potency means the concentration at half of the fitted maximal effect. The order is random, and some 9.4% of all compounds hit somewhere here.

SMILES	KB-V1 cytotox	KB-3-1 cytotox	SW480 rereplic	GLP-1R inv ag	HT1080-NT tox	HT1080 IDH1KD tx	HEK293 tox	GLP-1R agonist	TDP43 rescue
CCO/C=C1/C(=O)N(C(C)=O)c2ccccc21	1%	-11%	0%	44%[activator]	0%	0%	-12%	26%	10%
CC(C)(C)c1ccc(C(=O)NC(=S)N2CCCC2)cc1	-1%	-2%	6%	-15%	-6%	-14%	-22%	21%	7%
O=C(Cc1ccc(Cl)cc1)NCCc1cnc[nH]1	17%	7%	-9%	20%	5%	11%	8%	12%	-10%
Clc1cccc(OCCN2CCNCC2)c1	-5%	1%	18µM*	u	-6%	8%	25%	-4%	6%
COc1ccc(CC(=O)OCN2C(=O)c3ccccc3C2=O)cc1	-1%	10%	-9%	-1%	9%	17%	1%	0%	u
O=C(NCCN1CCOCC1)c1ccc2ccccc2n1	-21%	-4%	-10%	0%	-16%	4%	11%	22%	-11%
CC(C)N1C(=O)c2ccc(C(=O)O)cc2C1=O	u	7%	-7%	0%	-2%	8%	2%	-4%	12%
O=C(O)Cn1nnnc1-c1ccc(F)cc1	0%	-2%	-5%	0%	15%	4%	-8%	1%	-17%
Cc1cc(C)cc(NC(=O)C2CCCN(c3ncccn3)C2)c1 (stereo not given)	-29%	22%	-2%	8%	4%	13%	8%	12%	-2%
CCOC(=O)C1CCN(C(=O)COC(=O)c2cccc(NS(=O)(=O)c3ccccc3)c2)CC1	17%	3%	-13%	-11%	-10%	-7%	-15%	18%	-13%
CCOc1ccc(OCc2ccc(C(=O)NCc3ccncc3)o2)cc1	u	19%	-2%	79%[activator]	-15%	3%	6%	-3%	-13%
CCN(CC)CCN(C(=O)CCOc1ccccc1)c1nc2c(F)cc(F)cc2s1	3%	0%	u	0%	2%	-2%	12%	0%	-12%
Cn1c(SCC(=O)Nc2ccc3nc(SCC(=O)N4CCCC4)sc3c2)nnc1-c1ccc(N)cc1	0%	-4%	-4%	0%	-10%	-12%	7%	0%	-2%
Cc1nn(-c2ccccc2)c(C)c1/C=N/N1CCN(c2ccccn2)CC1	-21%	0%	-2%	-15%[7.66 µM]	3%	-8%	-7%[7.66 µM]	13%	-4%[9.22 µM]
CCOC(=O)c1c(NC(=O)CSc2nnc(-c3ccc(Cl)cc3)o2)sc2c1CCC2	1%	0%	-11%	17%	25%	27%	4%	0%	-16%
COc1ccc(NC(=O)Nc2sc(NS(=O)(=O)c3ccccc3)nc2C)cc1	-5%	-1%	-7%	-4%	24%	4%	1%	-2%	-18%
CC1(C)C(=O)Nc2ccccc2N1C(=O)COC(=O)Cn1cnc2ccccc2c1=O	0%	10%	-13%	7%	5%	6%	-15%	0%	5%
O=C(O)/C(=C\c1ccc(F)cc1)c1ccc(-c2ccccc2)cc1	6%	-4%	-2%	4%	-15%	-1%	5%	-2%	-71%[inhibitor]
CCOC(=O)Cc1csc(NC(=S)NC(=O)c2ccc(C)cc2)n1	-12%	-12%	-16%	u	4%	11%	-13%	-4%	16%
Cc1c(C(=O)N(C)C2CCCCC2)sc2ncnc(N3CCN(c4ccccc4)CC3)c12	0%	-4%	u	u	u	u	-49%	11%	u
COc1cc(Cl)c(C)cc1NC(=O)c1cc2c(=O)oc3ccccc3c2s1	7%	10%	x	11%	x	x	2%	-1%	13%
Cc1cc(C=O)c(C)n1-c1ccc(N2CCCC2)c([N+](=O)[O-])c1	u	-27%	-2%	2%	8%	0%	-10%	12%	-13%
COC(=O)[C@@]1(C)[C@H]2C(=O)N(Cc3ccccc3)C(=O)[C@H]2[C@H]2CN=C(SCC(=O)c3ccccc3)N21	-10%	-12%	-9%[9.22 µM]	6%	-5%	-6%	0%	10%	30%
CNc1ncc(Cc2ccccc2)s1	7%	4%	2%	0%	5%	15%	1%	7%	7%
COc1ccc(OC)c(/C=N/NC(=O)c2nnn(-c3nonc3N)c2-c2cccs2)c1	3%	-16%	-14%	-3%	-2%	-8%	11%	-1%	0%

(list continues)
SMILES	KB-V1 cytotox	KB-3-1 cytotox	SW480 rereplic	GLP-1R inv ag	HT1080-NT tox	HT1080 IDH1KD tx	HEK293 tox	GLP-1R agonist	TDP43 rescue
Cc1ccc(OCC(=O)Nc2ccc3[nH]c(=O)sc3c2)cc1	-8%	0%	x	24%	x	x	-4%	0%	12%
O=C(NNc1ncnc2ccccc12)c1cccc(Cl)c1	6%	1%	-4%	17%	18%	21%	0%	-3%	19%
CC(OC(=O)COc1cccc2c1OC(C)(C)C2)C(=O)Nc1ccc(S(N)(=O)=O)cc1 (stereo not given)	5%	0%	-3%	22%	8%	8%	-9%	-6%	10%
COc1ccc(C(=O)NCCN2CCCC2)cc1OC	4%	-5%	-3%	-8%	3%	4%	17%	24%	14%
COC(=O)C(Cc1ccc(O)cc1)NC(=O)c1ccc2c(c1)OCCO2 (stereo not given)	9%	13%	0%	3%	9%	14%	-7%	-2%	2%
COc1cc(OC)c(NS(=O)(=O)c2cccc(C(=O)OCC(=O)NCC3CCCO3)c2)cc1Cl (stereo not given)	u	10%	u	4%	12%	11%	-13%	0%	x
Cc1ccc(C2=NN(C(=O)CCC(=O)O)C(c3cn(-c4ccccc4)nc3-c3ccc(C)cc3)C2)cc1 (stereo not given)	u	-2%	-9%	4%	4%	1%	-13%	-1%	20%
COc1ccc(F)cc1C(=O)C1CCCN(Cc2c(C)n(C)n(-c3ccccc3)c2=O)C1 (stereo not given)	0%	u	-5%	-3%	-8%	3%	2%	7%	-15%
CCc1cccc2c(C(=O)CN3C(=O)NC4(CCCCCC4)C3=O)c[nH]c12	u	u	9%	u	u	5.8µM*	u	-13%	15%
CC(=O)ON1C(C)(C)CC(OC(=O)c2ccccc2)CC1(C)C	0%	3%	1%	u	1%	-2%	-20%	-3%	-6%
COc1ccc(C(=O)NCC(=O)OCc2cccc(Br)c2)cc1	-1%	-1%	-3%	7%	4%	13%	2%	1%	u
O=C(O)CSC1c2ccccc2C(=O)N1Cc1ccccc1 (stereo not given)	0%	-1%	0%	-7%	-1%	-2%	7%	-1%	-6%
Cc1cc(C(=O)CSC(C)c2nc3ccccc3c(=O)[nH]2)c(C)n1C (stereo not given)	3%	-7%	0%	10%	4%	16%	-8%	-1%	11%
O=C(CN(C(=O)c1csnn1)c1cccc2ccccc12)NCc1ccc(F)cc1	-7%	0%	u	u	5%	-2%	1%	12%	-14%
O=C(Nc1ccccc1C(=O)N1CCN(Cc2ccccc2)CC1)c1ccc(F)cc1	-27%	11%	3%	u	-10%	-8%	9%	-9%	-3%
Cc1ccc2oc(=O)c(/C=C(\O)c3ccco3)nc2c1	-9%	1%	-6%	115%[activator]	-6%	-25%	7%	2%	-3%
COC(=O)c1c(NC(=O)CS(=O)(=O)c2ccc(C)cc2)sc2c1CCCC2	-8%	3%	x	3%	x	x	2%	x	-4%
Cc1ccc(C(=O)N2CC(=O)Nc3ccc(F)cc3C2c2ccccc2)cc1 (stereo not given)	-3%	5%	0%	u	-5%	-7%	-1%	7%	-10%
Cc1ccc(C)c(CSCC(=O)NCc2cccs2)c1	-10%	3%	-11%	u	-17%	-1%	1%	0%	29%
CCCCn1c(SCC(=O)Nc2cc(C)on2)nc2ccccc2c1=O	5%	0%	-3%	7%	-12%	0%	0%	0%	-19%
CCC(=O)c1ccc(OCC(O)Cn2nc(C)c(C(C)=O)c2C)cc1 (stereo not given)	2%	1%	-8%	11%	11%	7%	0%	6%	7%
Cc1nn(-c2ccccc2)c2c1N(CCCC(=O)NCc1ccc(Cl)cc1)C(=O)CS2	0%	-5%	x	u	x	x	u	x	20µM*
CC(C)CN=Cc1c(O)c([N+](=O)[O-])cc2oc3c(c12)CCCC3	0%	4%	-2%	8%	-10%	-12%	-8%	8%	-72%[inhibitor]
CSCC[C@H](NC(=O)NCc1ccc(F)cc1)C(=O)O	18%	1%	0%[9.22 µM]	6%	13%	20%	0%	-5%	-8%
CN(CC(=O)Nc1cccc(F)c1)C(=O)c1cccnc1Sc1ccccc1Cl	-34%	-8%	7%	-13%	-13%	-9%	2%	6%	-9%

Other compounds.
SMILES	KB-V1 cytotox	KB-3-1 cytotox	SW480 rereplic	GLP-1R inv ag	HT1080-NT tox	HT1080 IDH1KD tx	HEK293 tox	GLP-1R agonist	TDP43 rescue
CSc1nc(-c2ccccc2F)c(C#N)c(=O)n1C	17%	1%	-4%	10%	11%	2%	0%	1%	20µM*
Cc1ccc(-n2nc3c(c2NC(=O)c2ccc(S(=O)(=O)N4CCOCC4)cc2)CSC3)c(C)c1	1%	-1%	u	-1%	22%	-1%	-22%	-2%	-10%
O=C(c1sc2cc([N+](=O)[O-])ccc2c1Cl)N1CCCCC1	-14%	-6%	-4%	-40%	-2%	9%	-5%	6%	17%
O=C(COC(=O)C1CCCCC1)Nc1ccc(S(=O)(=O)N2CCOCC2)cc1	3%	-11%	0%	6%[0.307 µM]	5%	1%	3%[0.307 µM]	-14%	10%
COc1ccc(C)cc1NC(=O)c1ccc2c(c1)nnn2C1CCCC1	-4%	4%	x	u	x	x	-18%	x	-2%
COCc1nnc(NC(=O)C2CC(=O)N(c3ccc(C)c(Cl)c3)C2)s1 (stereo not given)	-8%	-9%	u	26%	-13%	-7%	7%	1%	-6%
ON(Cc1c(F)cccc1Cl)Cc1c(F)cccc1Cl	3%	0%	28%	-4%	-2%	5%	7%	5%	4%

Four structures already listed, ordered by count of non-hydrogen atoms, highest first.
SMILES	KB-V1 cytotox	KB-3-1 cytotox	SW480 rereplic	GLP-1R inv ag	HT1080-NT tox	HT1080 IDH1KD tx	HEK293 tox	GLP-1R agonist	TDP43 rescue
Cc1ccc(-n2nc3c(c2NC(=O)c2ccc(S(=O)(=O)N4CCOCC4)cc2)CSC3)c(C)c1	1%	-1%	u	-1%	22%	-1%	-22%	-2%	-10%
O=C(COC(=O)C1CCCCC1)Nc1ccc(S(=O)(=O)N2CCOCC2)cc1	3%	-11%	0%	6%[0.307 µM]	5%	1%	3%[0.307 µM]	-14%	10%
COc1ccc(C)cc1NC(=O)c1ccc2c(c1)nnn2C1CCCC1	-4%	4%	x	u	x	x	-18%	x	-2%
COCc1nnc(NC(=O)C2CC(=O)N(c3ccc(C)c(Cl)c3)C2)s1 (stereo not given)	-8%	-9%	u	26%	-13%	-7%	7%	1%	-6%
